Compound activity from PubChem BioAssay.
TRHR agonist: activates the human TRH receptor. activation, % at 2 µM. TRHR cells, calcium flux fluo-8, FDSS agonist mode. 360,000 compounds, 0.18% hits. P34981; in the data active = activation above about 30%; note: 0% is about no effect
Target sequence (P34981 whole entry, looked up): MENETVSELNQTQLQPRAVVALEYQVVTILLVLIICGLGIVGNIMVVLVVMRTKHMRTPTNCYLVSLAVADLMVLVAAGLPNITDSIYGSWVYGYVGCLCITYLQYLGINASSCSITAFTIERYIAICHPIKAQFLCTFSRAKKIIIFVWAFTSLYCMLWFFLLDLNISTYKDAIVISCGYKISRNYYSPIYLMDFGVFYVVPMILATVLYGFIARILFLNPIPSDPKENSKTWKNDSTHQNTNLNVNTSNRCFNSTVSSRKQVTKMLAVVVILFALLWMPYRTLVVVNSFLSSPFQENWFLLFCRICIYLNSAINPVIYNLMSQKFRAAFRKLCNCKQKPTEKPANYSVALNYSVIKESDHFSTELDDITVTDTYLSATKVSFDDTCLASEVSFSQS
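Read-out: compound-evoked intracellular calcium rise in TRHR cells, fluo-8 dye, kinetic FDSS fluorescence at 1 s/cycle following a 10-cycle baseline. Cells cultured overnight before dye loading (30 min–1.5 h, RT).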
RXFP1 antagonist: blocks the human relaxin receptor RXFP1. Q9HBX9. HEK293-RXFP1, relaxin-stimulated cAMP HTRF, 30 min; stronger effect = lower value. activity change, negative = inhibition, % at 57.5 µM. 350,000 compounds, 0.59% hits. AID 1259400;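 active = activity change of -60% or lower, but not beyond a set lower limit; inconclusive = change between -60% and -40%, or beyond the set limit; inactive = change above -40%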; note: % is set by controls: 0 for no effect and ±100 for the full control effect
D2 PAM: D2 dopamine receptor (human) potentiation. P14416. potentiation, % at 10 µM. 340,000 compounds, 0.34% hits. HEK293 T-REx D2, calcium flux, EC20 dopamine potentiation;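 active = potentiation over 3 SD above the plate norm, cut at about 30% in these data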; note: 0% is about no effect
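Tetracycline-induced HEK293 T-REx cells force-coupled to calcium signalling expressed D2; compounds were pin-added after a 10 s baseline, read kinetically 180 s, then an EC20 dopamine challenge followed with a further 180 s calcium read.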
RXFP1 agonist: activates the human relaxin receptor RXFP1; Q9HBX9; HEK293T-RXFP1 cAMP TR-FRET, 30 min; response scale: percent of porcine relaxin response, buffer zero; Potency, µM (series often up to 57.5 µM), for inactives: at the top dose activation, usual class: activators; 370,000 compounds, 0.3% hits; note: potency is the fitted concentration of half-maximal effect; % is set by controls: 0 for no effect and ±100 for the full control effect; nearly all actives have a fitted effect of over 60% in size; many of its hits are not listed in these tables
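HEK293T cells stably expressing RXFP1 were pretreated with the PDE4 inhibitor Ro 20174, exposed to compounds for 30 min at 37C, lysed, and cAMP was read by TR-FRET. Data normalized to buffer (basal) and 29 nM porcine relaxin (100%).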
TRHR PAM: allosterically enhances the human TRH receptor. P34981. TRHR cells, fluo-8 calcium fluorescence, EC20 TRH enhancement. enhancement, % at 2 µM. 360,000 compounds, 0.66% hits; in the data active = enhancement above about 30%; note: 0% is about no effect
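Enhancer read-out: after compound pinning and an initial kinetic agonist-mode read, an EC20 of TRH (10 nM final) was injected and fluo-8 calcium signal (Ex 480/Em 530) followed at 1 s/cycle for 100 cycles in TRHR-expressing cells.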
D1 potentiator: potentiators of human D1 dopamine receptor; P21728; potentiation, % at 10 µM; 360,000 compounds, 0.036% hits; HEK293 TREx D1 cells, calcium flux, dopamine EC20 potentiation; in the data active = potentiation above about 30%; note: 0% is about no effect
Target sequence (P21728 whole entry, looked up): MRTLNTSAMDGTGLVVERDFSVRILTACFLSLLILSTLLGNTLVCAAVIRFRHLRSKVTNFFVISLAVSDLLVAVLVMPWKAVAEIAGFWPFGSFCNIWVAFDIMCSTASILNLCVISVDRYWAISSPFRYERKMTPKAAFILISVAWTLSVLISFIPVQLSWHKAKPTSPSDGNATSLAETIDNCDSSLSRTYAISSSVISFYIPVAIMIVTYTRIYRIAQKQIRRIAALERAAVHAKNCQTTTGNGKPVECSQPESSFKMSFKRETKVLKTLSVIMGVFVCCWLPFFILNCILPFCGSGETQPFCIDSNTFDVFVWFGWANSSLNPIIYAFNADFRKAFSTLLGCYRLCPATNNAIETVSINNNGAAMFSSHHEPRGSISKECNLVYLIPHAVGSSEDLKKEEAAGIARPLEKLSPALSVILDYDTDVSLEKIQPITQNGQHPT
D1 agonist: agonists of human D1 dopamine receptor | activation, % at 2 µM | AID 504660 | HEK293 T-REx D1 cells, calcium flux, agonist mode | 360,000 compounds, 1% hits; in the data active = activation above about 30%; note: 0% is about no effect
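Inducible HEK293 T-REx D1 cells, force-coupled to calcium signalling, were plated at 4000 cells/well with tetracycline and held overnight at 30 C. After no-wash calcium dye loading, compound-evoked calcium rise over 180 s flagged agonists.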
D1 antagonist: human D1 dopamine receptor antagonism. P21728. HEK293 TREx D1 cells, calcium flux, dopamine EC80; stronger effect = lower value. activity change, negative = inhibition, % at 10 µM. 360,000 compounds, 3.2% hits; in the data active = activity change below about -30%; note: % is set by controls: 0 for no effect and ±100 for the full control effect
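Allosteric or orthosteric antagonism assessed as attenuation of the calcium response to EC80 dopamine, added 180 s after compound, in induced HEK293 Trex D1 cells loaded with no-wash calcium dye.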
Anesthetic bind: binds horse apoferritin like a general anesthetic; P02791; apoferritin/1-aminoanthracene competitive binding, fluorescence; Potency, µM (titrated, usually from 77.5 µM), without a hit: at the top dose activity change, negative = displacement, usual class: inhibitors; 350,000 compounds, 0.074% hits; note: potency is the fitted concentration of half-maximal effect; % is set by controls: 0 for no effect and ±100 for the full control effect; nearly all actives have a fitted effect of over 20% in size
Target sequence (P02791 2-175 limits assumed): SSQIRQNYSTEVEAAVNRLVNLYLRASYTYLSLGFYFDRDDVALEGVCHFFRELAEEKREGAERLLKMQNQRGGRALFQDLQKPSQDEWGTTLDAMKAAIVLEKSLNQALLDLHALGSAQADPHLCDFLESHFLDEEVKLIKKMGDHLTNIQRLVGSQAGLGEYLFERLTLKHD
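Read-out: endpoint 1-AMA fluorescence, excitation 380 nm and emission 535 nm, after compounds sit 10 min at room temperature with 10 uM horse-spleen apoferritin in 50% saturated 1-AMA/PBS. Values come from four-parameter Hill fits.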
The depositor's hits bear a star; ? = inconclusive; nt = not tested or not shown; & = joins results of further samples. Unless noted, calls come from the whole dose curve; as a rule, active = well fitted curve in the direction sought with a large enough effect; inconclusive = small, poorly fitted or top-dose-only effect, or another doubt; inactive = no such curve, though single readings can be large; an effect the other way counts as inactive or inconclusive. Not all compounds are listed; rates above refer to the full screens.

Molecule | TRHR agonist | RXFP1 antagonist | D2 PAM | RXFP1 agonist | TRHR PAM | D1 potentiator | D1 agonist | D1 antagonist | Anesthetic bind
Cc1ccc2oc(C(=O)Nc3ccc(S(=O)(=O)N4CCCCC4C)cc3)cc(=O)c2c1 (stereo not drawn) | 0.6 | -6 | nt | 6.1% | -3 | 0 | 6 | -4 | -13%
Cc1ccccc1CN(C)C(=O)c1ccc2ccccc2n1 | -0.2 | -15 | -10 | -0.6% | -1 | -2 | -1 | 1 | -17%
COCCCNC(=O)c1ccc(Cn2c(=O)c3ccccc3n(Cc3ccccc3C)c2=O)cc1 | 1.0&-1.8 | 8 | -21&1 | 11%&1.4% | 5&5 | -1&-2 | 7&2 | 7&1 | 1%&-21%
Cc1nn(-c2ccccc2)c(Cl)c1C(=O)NCc1cccs1 | -1.1 | -7 | -6 | -1.0% | 1 | -4 | 3 | -2 | 2%
O=C(CCCC(=O)c1ccccc1)NCCc1ccccc1F | -1.2 | 8 | -3 | 1.2% | -4 | -4 | 0 | 1 | 1%
O=C(COC(=O)c1ccccn1)NCc1cccc(Cl)c1 | 0.1 | -9 | -2 | 1.6% | 0 | -4 | 3 | 13 | nt
O=C(COC(=O)C1CCN(c2ccc(C(F)(F)F)cn2)CC1)c1ccc(Cl)cc1 | 1.4 | -3 | 1 | 1.6% | -1 | 13 | 17 | -5 | nt
O=C(Nc1ccccc1)Nc1nc2ccccc2s1 | 1.3 | 6 | 1 | -2.3% | -2 | -6 | 6 | -20 | -4%
CCOC(=O)C1=C(C)Nc2ccccc2N=C1NC(=O)c1cccc(S(=O)(=O)N(C)C)c1 | -0.5 | -5 | 8 | 0.4% | 2 | -2 | 1 | -3 | -18%
Cc1ccc2c(NC(=O)C3CC3)cccc2n1 | 0.0 | -3 | 0 | 2.1% | -1 | -2 | 0 | 0 | -8%
Cc1ccc(NC(=O)CN(C)C(=O)c2ccccn2)cc1 | 0.4 | -5 | nt | -1.1% | 2 | 0 | 1 | 8 | nt
COc1ccccc1NS(=O)(=O)c1cc(NC(=S)NCCN2CCOCC2)ccc1N1CCOCC1 | 0.2 | -11 | 2 | -0.4% | -8 | 1 | 1 | -34* | 5%
CSc1nc(C)c2c(c1C#N)CCCC2 | -1.6 | -11 | -6 | 8.7% | -3 | -2 | 7 | 29 | ?
COc1ccc(COC(=O)c2[nH]c3c(c2C)C(=O)CC(c2ccc(OC)c(OC)c2)C3)cc1 (stereo not drawn) | -0.1 | -1 | nt | 0.3% | -2 | -3 | 10 | -9 | -4%
Oc1ccc(Cl)cc1-c1cc(C(F)(F)C(F)F)nc(-c2ccccc2)n1 | -0.3 | -7 | 14 | 0.8% | 15 | 3 | 4 | nt | -15%
O=C(NCc1cccs1)C(Cc1ccccc1)n1cccc1 (stereo not drawn) | -0.1 | 7 | -4 | 2.3% | -9 | -7 | 2 | -6 | -13%
CCC1=NC(c2ccc(OC)cc2OC)N(O)C1(C)C (stereo not drawn) | -0.3 | 10 | 1 | -0.6% | 2 | -4 | 1 | 2 | -5%
O=C(CN(C(=O)c1ccc(Cl)cc1)N1C(=O)C2C3C=CC(C3)C2C1=O)c1cccs1 (stereo not drawn) | 0.1 | nt | -2 | 0.3% | -2 | -1 | 2 | 5 | -12%
CCN1CCN(CCC(=O)Nc2cc(OC)cc(OC)c2)CC1 | 0.4 | 3 | -2 | 0.9% | 10 | 0 | 8 | -12 | -7%
CCNC(=O)C(=O)NCC1OCCCN1S(=O)(=O)c1ccc(F)cc1C (stereo not drawn) | 0.6 | 0 | -4 | 0.0% | -4 | 5 | 2 | 5 | 0%
CS(=O)(=O)N(CC(=O)NCCC1=CCCCC1)c1cccc([N+](=O)[O-])c1 | -0.2 | 0 | -3 | 2.6% | -5 | -5 | 1 | -9 | -16%
CC(C)(C)c1ccc(C(=O)NCCN2CCCC2)cc1 | 0.6 | -9 | -3 | -0.2% | -7 | -4 | 6 | -20 | -5%
Cc1ccc(NC(=O)C(c2ccccc2)N(C)C)cc1Cl (stereo not drawn) | 0.1 | -12 | -6 | 1.5% | -2 | -6 | 5 | -3 | ?
Cc1ccc(N2CC(C(=O)Nc3nnc(SCC(=O)N4CCOCC4)s3)CC2=O)cc1 (stereo not drawn) | 0.3 | -16 | 19 | 2.2% | 2 | -6 | 3 | 0 | -11%
C/C(N)=C(/C#N)C(=O)COC(=O)c1cc(-c2ccc(Br)cc2)nc2ccccc12 | 1.2 | 3&7 | -12 | -2.8% | -2 | -2 | 24 | 2 | -2%
COc1cccc(N2CCN(C(=O)c3cnc4c(-c5ccc(F)cc5)c(C)nn4c3C)CC2)c1 | 0.1 | ? | 10 | 0.9% | 2 | 1 | 1 | -7 | -4%
COc1cccc(NC(=O)c2cc(=O)c3ccccc3o2)c1 | 0.1 | 5 | -4 | 1.4% | 2 | -5 | 1 | -1 | 29%
O=C(NCCCN1CCC(Cc2ccccc2)CC1)C1CCC(=O)N1C1CCCC1 (stereo not drawn) | 1.1 | nt | -14 | 0.0% | -1 | -3 | 4 | -7 | -6%
O=C(CSc1ccccc1Cl)N1CCC(c2nc3ccccc3s2)CC1 | 0.3 | -10 | -8 | 1.3% | -9 | 0 | 4 | 6 | -6%
COc1ccccc1NC(=S)NNC(=O)c1cc(C)n(C)n1 | 0.5 | 28 | 20 | 0.2% | 10 | 1 | 1 | -4 | -5%
N#Cc1c(Nc2ccccc2)c(C=O)c[nH]c1=O | -1.1 | 2 | 2 | 1.8% | -1 | -2 | 0 | -4 | -9%
COc1ccc(/C=N\NC(=O)/C(=C\Nc2nccc(C)n2)NC(=O)c2ccccc2)cc1 | -1.4 | -12 | 29 | 0.6% | 22 | -2 | 0 | nt | -20%
COC(=O)[C@]1(C)N[C@H](c2ccc(-c3ccccc3)cc2)[C@@H]2C(=O)N(C)C(=O)[C@@H]21 | 0.5 | nt | 2 | -0.6% | -1 | 0 | 3 | -14 | nt
CCc1nn(CC(=O)N2CCCCC2)c(=O)c2cc3occc3n12 | 0.1 | nt | 1 | 0.2% | 1 | -2 | 2 | -2 | -10%
CC(C)(C)c1ccc(S(=O)(=O)Nc2ccccn2)cc1 | 0.3 | -17 | -3 | -0.6% | 9 | 7 | 4 | -3 | -4%
COc1cc2c(C(=O)Nc3ccc(C)cc3Br)cn(C)c(=O)c2cc1OC | -0.6 | 4 | 13 | 1.5% | 8 | 4 | 1 | 2 | 11%
COc1ccc2cc(-c3ccon3)ccc2c1 | -0.7 | -7 | -12 | 3.7% | 4 | -13 | 3 | -21 | -8%
COc1ccc(C(=O)c2sc(Nc3cccc(OC)c3)c(C(=O)Nc3cccc(C)c3C)c2N)cc1 | -0.7 | -3 | 18 | -1.9% | 6 | 7 | 71* | -51* | -25%
S=C(NCc1cccnc1)Nc1ccc(Cl)cc1 | 1.7 | 6 | -7 | -2.2% | -3 | -1 | 1 | 9 | -6%
COC(=O)c1ccc(NC(=O)CSc2nccn2CCc2ccccc2)cc1 | 0.0 | -5 | -15 | -0.8% | -4 | -5 | 3 | -8 | ?

An excerpt of these results, field by field.
CCc1nn(CC(=O)N2CCCCC2)c(=O)c2cc3occc3n12
  TRHR agonist: 0.1 | RXFP1 antagonist: nt | D2 PAM: 1 | RXFP1 agonist: 0.2% | TRHR PAM: 1 | D1 potentiator: -2 | D1 agonist: 2 | D1 antagonist: -2 | Anesthetic bind: -10%
COc1cc2c(C(=O)Nc3ccc(C)cc3Br)cn(C)c(=O)c2cc1OC
  TRHR agonist: -0.6 | RXFP1 antagonist: 4 | D2 PAM: 13 | RXFP1 agonist: 1.5% | TRHR PAM: 8 | D1 potentiator: 4 | D1 agonist: 1 | D1 antagonist: 2 | Anesthetic bind: 11%

Additional entries follow:
Molecule | TRHR agonist | RXFP1 antagonist | D2 PAM | RXFP1 agonist | TRHR PAM | D1 potentiator | D1 agonist | D1 antagonist | Anesthetic bind
COc1ccc(NS(=O)(=O)c2ccc(NC(=O)C3CC3)cc2)cc1 | -0.4 | 1 | -18 | 1.9% | -18 | -12 | 12 | -87* | -10%
O=S(=O)(c1cccc(-c2csc(-c3cccnc3)n2)c1)N1CCOCC1 | -0.2 | 2 | -2 | 14% | -1 | -8 | 0 | -16 | -15%
Cc1noc(C)c1CSCC(=O)N(C)CC(=O)Nc1ccc(Cl)cc1 | -0.4 | 0 | 3 | 0.8% | -3 | -8 | 3 | -44* | -3%
O=C1C=CC(=O)N1c1ccc(I)cc1Cl | -0.6 | nt | -5 | 0.4% | -2 | 1 | 1 | 5 | -7%
CC(C)(C)NC(=O)C(Cc1ccccc1)N1C(=O)c2ccccc2C1=O (stereo not drawn) | 0.1 | -6 | 17 | -3.0% | 1 | -2 | 0 | 4 | 0%
CC(NS(=O)(=O)/C=C/c1ccccc1)c1ccccc1 (stereo not drawn) | -0.3 | 6 | 4 | -0.3% | -1 | 3 | 0 | -12 | -20%
Cc1onc(-c2c(Cl)cccc2Cl)c1NC(=O)NNc1ccccn1 | 0.6 | 8 | -4 | -0.2% | 13 | -1 | 1 | 4 | -1%
CCOc1cc(NC(=O)c2cnccn2)c(OCC)cc1NC(=O)c1ccc(OC)cc1 | 0.1 | nt | -7 | 2.4% | 0 | 6 | 1 | 4 | -12%
O=C(CNC(=O)C12CC3CC(CC(C3)C1)C2)N/N=C\c1ccccn1 | 0.1 | -30 | 1 | 0.8% | 10 | 7 | 2 | 2 | ?
COc1ccccc1CNC(=O)C(=O)NCC1OCCCN1S(=O)(=O)c1ccc(F)cc1C (stereo not drawn) | -0.2 | -7 | -4 | -2.0% | -1 | -2 | 1 | -2 | -8%
c1ccc2c(c1)OCCc1c-2[nH]c2ccccc12 | 1.9 | 1 | 7 | 5.0% | -2 | 4 | 2 | 0 | -13%
CCN(CC)CCOC(=O)/C=C/c1ccccc1 | 1.1 | 0 | -7 | -3.1% | 1 | 4 | 4 | 2 | 9%
COc1ccc(C2NC(=O)c3sc4nc(C)c(C(C)=O)c(-c5ccc(Cl)cc5)c4c3N2)cc1 (stereo not drawn) | 0.9 | 2 | 14 | 20% | 0 | -6 | 3 | -9 | -10%
O=C(CCC(=O)Nc1ccc(Cl)cc1Cl)N/N=C/c1ccc([N+](=O)[O-])o1 | -0.9 | 18 | 1 | 2.6% | 5 | -4 | 0 | -3 | ?
Cc1c(C(=O)NCCCN2CCCC2=O)oc2c(Cl)cccc12 | 0.1 | 9 | 7 | 1.3% | 3 | 0 | 3 | -5 | nt
COc1ccc(C(=O)Nc2ccc(/C(C)=N/NC(=O)c3ccccc3O)cc2)cc1OC | -0.3 | 6 | 2 | 2.1% | 16 | -3 | 1 | -17 | 4%
